From PubChem BioAssay
ABCB6 inh MLPCN = human ABCB6 transporter inhibition; 0.19% of 360,000 active; K562-ABCB6 porphyrin accumulation, flow cytometry, 1 h; stronger effect = lower value; fluorescence ratio to DMSO, % at 10 µM; Q9NP58;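 active means fluorescence ratio to DMSO below 75%, the collection mean minus 3 SD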;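 further: signal is porphyrin accumulated inside mitochondria; 100% equals median channel fluorescence of DMSO control wells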
N-glyco inh = N-linked glycosylation inhibition. reporter increase, % at 12.5 µM. 0.23% of 360,000 active. D54 ERlucT glycosylation luciferase reporter, 24 h; percent of 100 nM tunicamycin response;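 active means mean luciferase reporter signal, scaled so untreated is 0 and the glycosylation-blocking control 100, at or above a set limit in every replicate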;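 further: luciferase carries N-glycosylation sites so blocking glycosylation raises the light; 0% = median of neutral control wells and 100% = median of 100 nM tunicamycin wells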
SRC2 inh = inhibits human steroid receptor coactivator 2; inhibition, % at 9 µM; HEK293 GAL4-SRC2 luciferase reporter, luminescence; 0.17% of 370,000 active;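 active means inhibition above the mean inhibition of all tested compounds plus 3 SD, set per campaign, cut at about 52% in these data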;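 further: 0% = DMSO treated cells and 100% = cells given Gossypol at 36 µM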
HTR2A ag = activates the mouse 5-HT2A serotonin receptor; activation, % at 7.6 µM; CHO-K1 mHTR2A beta-arrestin complementation, luminescence; percent of 30 µM serotonin response; 0.66% of 360,000 active; P35363; AID 624169;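 active means activation above a run cutoff, the mean activation of all tested compounds plus 3 SD, cut at about 14% in these data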;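 further: 0% = plate median of compound wells and 100% = 30 µM serotonin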
MC4R antagonist = antagonists of human melanocortin 4 receptor (MC4R); P32245; inhibition, % at 6.5 µM; 0.48% of 360,000 active; MC4R-expressing cells, MTII-stimulated cAMP, LANCE TR-FRET;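 active means inhibition above its plate's cutoff, the mean of tested wells on that plate plus 3 SD, cut at about 29% in these data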;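 further: 0% = Melanotan II alone and 100% = Melanotan II plus saturating MCL0020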
Target sequence (P32245 whole entry, looked up): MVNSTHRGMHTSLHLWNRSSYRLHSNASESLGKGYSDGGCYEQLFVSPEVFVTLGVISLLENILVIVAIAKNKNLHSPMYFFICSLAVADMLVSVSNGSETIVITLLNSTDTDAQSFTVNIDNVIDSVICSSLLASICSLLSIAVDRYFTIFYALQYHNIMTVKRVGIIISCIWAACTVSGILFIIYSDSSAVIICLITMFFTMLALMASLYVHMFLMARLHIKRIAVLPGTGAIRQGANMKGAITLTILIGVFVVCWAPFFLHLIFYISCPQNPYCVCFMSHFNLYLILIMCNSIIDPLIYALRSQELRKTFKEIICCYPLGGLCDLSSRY
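system = U2OS cells with stable human MC4R expression | also added = Melanotan II challenge after compound preincubation | dosing = one concentration, 6.5 µM nominal | incubation = compound 30 min, challenge 1 h, detection 1 h | measured by = TR-FRET with Eu-cAMP and labeled anti-cAMP, 671 nm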
NOD2-RIPK2 inh = NOD2-RIPK2 protein interaction inhibition; O43353; CHO BLA complementation NOD2-RIPK2, CCF4 ratio; inhibition, % at 4.98 µM; 0.38% of 360,000 active; in the data active means inhibition above about 21%;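 further: 0% = vehicle only and 100% = reference blocker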
Target sequence (O43353 whole entry, looked up): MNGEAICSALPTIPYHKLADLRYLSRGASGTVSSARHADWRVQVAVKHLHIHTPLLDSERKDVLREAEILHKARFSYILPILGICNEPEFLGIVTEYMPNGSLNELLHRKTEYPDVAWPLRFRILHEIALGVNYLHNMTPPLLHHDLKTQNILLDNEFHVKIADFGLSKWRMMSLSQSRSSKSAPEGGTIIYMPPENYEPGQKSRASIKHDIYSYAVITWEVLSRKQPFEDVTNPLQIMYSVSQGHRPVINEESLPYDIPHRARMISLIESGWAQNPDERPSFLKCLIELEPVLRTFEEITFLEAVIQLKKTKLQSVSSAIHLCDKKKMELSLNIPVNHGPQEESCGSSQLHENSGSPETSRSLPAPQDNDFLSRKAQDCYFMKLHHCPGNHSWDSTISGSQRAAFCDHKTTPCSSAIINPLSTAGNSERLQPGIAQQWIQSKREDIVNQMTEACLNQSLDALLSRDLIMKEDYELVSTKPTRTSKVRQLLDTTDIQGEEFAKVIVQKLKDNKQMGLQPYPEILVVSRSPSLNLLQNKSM
TLR9-MyD88 block = inhibitors of human TLR9-MyD88 binding. Q9NR96+Q99836. CHO BLA complementation TLR9-MyD88, CCF4 FRET ratio. inhibition, % at 4.98 µM. 0.21% of 340,000 active. AID 504734;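 active means inhibition above the mean over all tested compounds plus 3 SD, cut at about 21% in these data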;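 further: 0% = DMSO only wells and 100% = clavulanate BLA inhibitor control wells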
Cardio protect = modulators protecting cardiomyocytes from myocardial damage | H9c2 cardiomyocytes, H2O2 injury protection, ATPLite, 2 h | protection from H2O2 cell death, % at 20 µM | 0.63% of 360,000 active | AID 588492;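 active means compounds giving at least 50% protection of heart cells from peroxide-induced death in the single-dose screen, raw or plate-pattern-corrected value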;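 further: 0% = DMSO wells with peroxide and 100% = DMSO wells without peroxide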
ABHD5-PLIN5 inh = inhibitors of human ABHD5-perilipin-5 interaction; Split G. princeps luciferase complementation, luminescence, 4 h; inhibition, % at 4 µM; 0.78% of 360,000 active; AID 602281;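 active means inhibition above the mean inhibition across every tested compound plus 3 SD, cut at about 22% in these data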;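 further: 0% = DMSO only wells and the 100% control is not disclosed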
MC4R ag barr = agonists of human melanocortin 4 receptor (MC4R) beta-arrestin | P32245 | U2OS MC4R beta-arrestin complementation, luminescence; percent of melanotan II response, DMSO zero | activation, % at 8.9 µM | 0.98% of 360,000 active;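 active means activation above a per-plate cutoff, the mean activation of sample wells on that plate plus 3 SD, cut at about 8% in these data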
An asterisk follows results filed as active; . = no result given; & = joins results of further samples. These rows are one share of the data, so the mix of outcomes need not match the whole.

SMILES	ABCB6 inh MLPCN	N-glyco inh	SRC2 inh	HTR2A ag	MC4R antagonist	NOD2-RIPK2 inh	TLR9-MyD88 block	Cardio protect	ABHD5-PLIN5 inh	MC4R ag barr
Cc1c(CNC(=O)c2cnn3c2NC(c2ccc(Br)cc2)CC3C(F)(F)F)cnn1C (configuration not stated)	101	2	9	0	5	-1	-9	1	9	0.2
O=C(Nc1ccccc1)c1ccc(OC(=O)c2cc3ccccc3o2)cc1	98	2	5	1	20	-8	-5	1	1	1.4
CCOC(O)[C@H]1N[C@@H](c2ccc(Cl)cc2)[C@@H]([N+](=O)[O-])[C@@H]1c1ccccc1 (some centres not stated)	97	-1	-7	0	2	-4	4	2	-5	-1.9
NS(=O)(=O)c1ccc(-n2nc(C(=O)O)cc2-c2ccc(Cl)cc2)cc1	100	1	-35	0	-1	6	-9	5	-2	-0.8
CC1CCCN(C(=O)CSc2nnc(-c3ccco3)n2C)C1 (configuration not stated)	162	0	4	6	0	-8	-5	0	3	0.3
CC(C)(C)S(=O)(=O)/C(C#N)=N/Nc1ccc(S(C)(=O)=O)cc1	97	1	-14	-2	-4	-11	.	0	1	-2.5
NS(=O)(=O)c1cccc(NC(=O)Cn2nc(C(=O)O)c3ccccc3c2=O)c1	95	1	4	5	-8	4	3	26	-7	0.4
CCOC(=O)C(C)/C(C)=N/NC(N)=S (configuration not stated)	96	0	0	-2	14	4	-15	-7	-6	-1.5
Cc1ccc2c(C)nc(/N=C(\N)NC(=O)N3c4ccccc4Sc4ccccc43)nc2c1	97&92	-4&0	-12&-3	8&0	-2&-7	2&11	1&6	-3&-5	6&-1	0.8&-0.8
COc1ccc(OC)c(N(CC(=O)N2CCN(Cc3ccccc3)CC2)S(C)(=O)=O)c1	102	7	-26	-2	0	-1	-5	3	4	-1.7
COC(=O)c1ccc(OC(=O)c2ccc(OC)c(OC)c2)c(OC)c1	98	2	9	-2	1	-4	5	5	1	-0.3
Cc1ccc(S(=O)(=O)NCc2ccncc2)c(C)c1C	93	-3	16	5	5	-3	-17	-14	1	-1.7
Cc1cccc(NCC(=O)N/N=C\c2ccccn2)c1	100	2	-11	3	-2	-5	6	13	-1	-1.1
Cc1cccc(NS(=O)(=O)c2cc3c(cc2C)n(C)c(=O)c(=O)n3C)c1	95	-1	9	2	6	3	-9	38	0	-2.2
CC(C)(C)c1cc(/C=N/NC(=O)Cc2nc3ccccc3[nH]2)cc(C(C)(C)C)c1O	112	-1	16	3	10	-11	1	-2	-5	1.6
O=C(C1CCCN1C(=O)c1cccs1)N1CCc2ccccc21 (configuration not stated)	95	0	-7	0	18	-9	0	-5	-4	0.6
CCN(CC(=O)Nc1c(F)cccc1F)C(=O)c1ccc(C)c(S(=O)(=O)N2CCCCC2)c1	97	-2	.	-7	15	-4	-4	-1	-8	-3.7
Cc1c(-c2ccccc2)nc2ccccc2c1C(=O)OCC(=O)Nc1ncc(C(F)(F)F)cc1Cl	95	2	-32	0	1	-7	-5	-2	-6	0.4
CCOC(=O)c1sc(-c2ccccc2)cc1NC(=O)Nc1ccc([N+](=O)[O-])cc1	81	-6	11	1	2	-1	-4	-5	-3	0.1
O=C(CN1C(=O)NC2(CCCCCC2)C1=O)N1CCN(S(=O)(=O)c2ccc(Cl)cc2)CC1	101	0	-14	3	17	7	0	-3	-3	-0.4
O=C(Nc1nc(-c2ccccc2)cs1)c1ccc2c(c1)S(=O)(=O)c1ccccc1C2=O	94	0	-18	4	11	-1	-4	23	-5	-1.1
O=C(O)c1cccc(NC(=O)c2cc(NC(=O)c3ccccc3)cc(NC(=O)c3ccccc3)c2)c1	102	1	-12	-4	2	-3	1	15	5	-1.3
COc1ccccc1CC(=O)Nc1cc(S(=O)(=O)N2CCOCC2)ccc1N1CCOCC1	97	0	-4	2	8	-9	-10	2	-6	-1.3
O=C(NCc1ccccc1)c1ccc(S(=O)(=O)NCc2ccco2)cc1	94	-2	-16	6	11	-4	4	-1	-4	-1.1
O=C(C(c1ccccc1)C(O)c1ccccc1)N1CCOCC1 (configuration not stated)	95	-3	15	-3	-1	-6	1	16	0	-0.5
O=C(NC1CCCC1)C(c1ccc(N2CCOCC2)cc1)N(Cc1ccco1)C(=O)c1ccco1 (configuration not stated)	103	0	2	-1	10	-7	-5	6	0	-1.6
O=C(CS(=O)(=O)c1ccccc1)c1cc2cc(F)ccc2oc1=O	103	4	.	0	4	-5	-2	-2	8	0.0
O=C(NCC1CCCO1)c1ccc([N+](=O)[O-])o1 (configuration not stated)	101	10	-5	3	11	-6	0	-1	7	-2.1
CN(C)CCCN(C(=O)c1cc2ccccc2oc1=O)c1nc2c(F)cccc2s1	100	-2	-9	1	10	-2	0	13	10	-1.2
N#Cc1ccccc1OCC(=O)OCC(=O)N1CCN(C(=O)c2ccco2)CC1	101	4	-10	1	11	-5	-1	-3	1	-2.1

The last 2 records of the section before are carried over, then new ones follow.
SMILES	ABCB6 inh MLPCN	N-glyco inh	SRC2 inh	HTR2A ag	MC4R antagonist	NOD2-RIPK2 inh	TLR9-MyD88 block	Cardio protect	ABHD5-PLIN5 inh	MC4R ag barr
CN(C)CCCN(C(=O)c1cc2ccccc2oc1=O)c1nc2c(F)cccc2s1	100	-2	-9	1	10	-2	0	13	10	-1.2
N#Cc1ccccc1OCC(=O)OCC(=O)N1CCN(C(=O)c2ccco2)CC1	101	4	-10	1	11	-5	-1	-3	1	-2.1
CCNC(=O)C1(C)CCCN(Cc2ccc(-n3ccnc3)cc2)C1 (configuration not stated)	95	1	-2	4	6	7	.	2	-2	-3.4
COc1ccc(NC(=O)CN(c2ccc(OC)cc2)S(=O)(=O)c2c(C)nn(C)c2C)cc1	92	-1	7	-3	-2	-14	0	18	7	0.5
CCOC(=O)C1CCCN(C(=O)c2ccc3[nH]c4c(c3c2)CC(C)CC4)C1 (configuration not stated)	87	0	-2	2	3	-8	4	-10	5	-2.7
O=S(=O)(NC1CCCCC1N1CCN(c2cccc(Cl)c2)CC1)c1ccccc1 (configuration not stated)	93	-4	.	-6	4	-9	8	-4	3	-0.8
COc1ccc(S(=O)(=O)Nc2ccc(NC(C)=O)cc2)cc1Cl	96	-1	-2	-3	-6	-18	-3	-8	5	-2.0
CC(C(=O)Nc1ccc(F)c(F)c1F)N1CCCCCC1 (configuration not stated)	74*	0	5	-1	-3	-2	-4	5	-4	0.1
COc1cccc(/C=N/NC(=O)C(=O)N2CCCC2)c1	102	3	17	0	9	8	-9	1	0	0.2
CCN(CC)C(=O)C1CCN(S(=O)(=O)c2ccc3c(c2)CCCN3C(=O)C2CCC2)CC1	98	-1	20	0	6	-7	1	-8	5	1.6
CN(C)S(=O)(=O)N(CC(=O)N1CCOCC1)c1ccccc1	96	-3	-3	7	10	4	-2	0	9	0.0
CN1CCN(C(=S)C(=O)NCc2ccccc2)CC1	104	-1	6	-4	-2	-2	5	6	-6	-0.8
CCOC(=O)c1c(C)[nH]c(C)c1C(=O)COC(=O)c1nc2nccc(C)n2n1	105	3	-18	1	6	-5	1	0	0	-1.2
CCCCn1c(=O)c(CCC(=O)OCC(=O)NC(=O)NCCOC)nc2ccccc21	102	5	2	0	16	-11	1	7	3	-3.5
N#CCCn1cc(C(=O)O)c(-c2cc3ccccc3o2)n1	97	0	-6	8	3	12	4	0	5	0.8
Cc1ccc(-c2cccc(C3CC=CC4C3C(=O)N(Cc3ccccc3)C4c3cc(C)ccc3F)c2)cc1 (configuration not stated)	99	0	-10	-2	2	7	2	-2	-2	-1.6
CC(=O)OCCC(C)C	104	2	-22	6	3	4	3	-2	5	-1.1
O=[N+]([O-])c1cc(Cl)ccc1NCCNc1ncc(C(F)(F)F)cc1Cl	94	2	-1	-2	2	2	0	-15	-5	-2.3
COc1ccc(-c2cc(C(=O)NCCN3CCOCC3)c3cc(C(C)C)ccc3n2)cc1	102	0	10	-11	5	-9	5	-4	3	-3.6
CC(C)C(C(=O)Nc1ccc2c(c1)OCCO2)N1C(=O)c2ccccc2C1=O (configuration not stated)	97	3	3	10	10	1	-8	-1	-5	-1.9
O=C(Cc1ccccn1)c1ccncc1	101	2	18	11	0	1	12	0	11	-0.6
COc1cccc(N=Cc2c(O)n(-c3cccc(C)n3)c(=O)c3ccccc23)c1	95	0	-24	2	7	-16	-2	4	2	-1.1
O=S(=O)(c1ccccc1)N1CCC(O)(CSc2ccc(Cl)cc2)CC1	90	-4	28	-3	5	20	2	-31	-5	-1.7
O=c1[nH][nH]c(-c2ccccc2)c1C=Nc1ccc(C(F)(F)F)cc1	100	2	-5	-1	-3	-7	3	1	-5	0.1
COc1ccc(N=C2CCS(=O)(=O)c3sccc32)cc1	100	1	-8	-1	0	6	8	-9	3	-1.4
O=C(c1cccs1)N1C[C@H](n2cc(-c3ccc(F)cc3)nn2)[C@@H](O)C[C@@H]1c1ccc(Cl)cc1	94	3	-9	7	3	1	5	-3	-7	0.3
CCOc1ccc(-n2c(SC)nc3c(c2=O)SCC3)cc1	99	0	-4	1	0	-4	-2	3	2	0.0
Cc1cc(NC2CCCC2)n2ncc(-c3ccccc3)c2n1	91	-21	34	0	2	5	3	-17	-4	-1.8
O=C(COC(=O)Cn1cnc2ccccc2c1=O)NCc1ccccc1	94	1	0	-1	14	-3	7	5	1	-3.0
COc1ccc(/C=N/NC(=S)Nc2cc(S(=O)(=O)N3CCOCC3)ccc2N2CCOCC2)cc1O	97	12	0	-2	-5	-6	-5	9	-1	-2.5
COc1cc(/C=C2/SC(=O)N(CC(=O)N3CCCC3)C2=O)ccc1Oc1ccc([N+](=O)[O-])cn1	96	-5	15	4	-3	-12	2	-2	-2	0.7
O=C(CCc1ccccc1)NNC(=O)c1cccc(F)c1	94	0	12	0	6	-1	5	1	2	-2.5
COc1ccccc1S(=O)(=O)N(C)C[C@H]1OCc2cnnn2CCCC(=O)N([C@@H](C)CO)C[C@@H]1C	104	3	-12	-3	7	1	-2	-1	-2	-0.6
CCOc1ccc(C)cc1S(=O)(=O)n1ccc(C)n1	98	1	-9	3	8	8	-6	11	-1	-1.1
CC(=O)C1=C(O)C(=O)N(c2ccc(Br)cc2)C1c1cccc(F)c1 (configuration not stated)	96	0	13	4	5	19	12	-6	-1	-1.2
Cc1cc(C(=O)NNS(=O)(=O)c2ccccc2C(F)(F)F)nn1C(C)(C)C	93	2	5	-1	4	-15	2	6	-6	-1.1
CCOc1ccc(C2=NNC(c3cccs3)=Nc3ccc(OC)cc32)cc1	92	.	-82	-4	-6	0	-4	-10	-6	-0.2
CCOC(=O)N1CCN(c2cc3nccnc3cc2F)CC1	109	-2	-12	-2	-6	-1	-5	6	10	0.2
O=C(O)c1nc(NCc2ccccc2)ncc1Cl	97	1	-24	3	-3	-5	2	-1	1	-1.0
O=C(c1ccc2nc(Cc3ccccc3F)oc2c1)N1CCCC1	95	-5	-29	1	3	-11	-6	-4	2	-2.2
Cc1ccc(NC(=O)CSc2nc(C)c(C)c(C)n2)cc1S(=O)(=O)N1CCOCC1	103	0	13	-6	10	-14	-7	5	-4	-0.5
O=C(COc1ccccc1Cl)NCCCN1CCOCC1	95	-1	4	-2	-5	-19	3	5	-5	-1.5
